Bioassay records (PubChem BioAssay)
miR122 inh: blocks miR-122 activity in Huh7 sensor cells; Huh7 miR-122 Renilla luciferase sensor, 48 h; neutral wells = 0, positive control = 100; activation (reporter increase), % at 12.5 µM; 340,000 tested, 0.3% active;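 active = mean replicate activation score at least 90 and every replicate individually at or above 90; inconclusive = only one of the two criteria met; inactive = neither criterion met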;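 note: higher luciferase means less miR-122 activity so hits act as miR-122 inhibitors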
GSIS activator: primary screen for activators of insulin secretion dependent on glucose, INS-1E cells, GLuc reporter luminescence. activation, % at 16.6 µM. INS-1E GLuc reporter insulin secretion, 2-3 h. AID 743287. 370,000 tested, 0.61% active;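 active = lowest replicate activation of at least 40%, so every replicate reaches that level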;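 note: 0% = median of neutral control wells and 100% = median of IBMX positive control wells; some compounds called inactive have numbers as strong as hits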
PAX8 inh HTS: inhibitors of PAX8 transcriptional activity in RMG-I cells. RMG-I TPO-luciferase reporter, SteadyGlo, 24 h. inhibition, % at 12.6 µM. 360,000 tested, 1.2% active. AID 652154;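 active = mean replicate inhibition at least 60% with every replicate also reaching 60%; inconclusive = only one of the two criteria is met; inactive = mean below 60% and not all replicates reaching 60%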;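 note: luciferase light reporting Pax8 driven TPO promoter activity; plate controls were median of neutral control wells for no effect and mitoxantrone controls for full effect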
EWS-Fli inh: blocks EWS/Fli oncoprotein-driven transcription. A673 NR0B1-luciferase reporter, viability-normalised. inhibition, % at 12.6 µM. 350,000 tested, 0.67% active. AID 651661;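 active = mean inhibition of at least 50% after viability correction, with every replicate also passing that limit; inconclusive = mean reaches 50% but only one of two replicates passes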;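 note: firefly luciferase signal divided by Alamar Blue viability fluorescence both relative to DMSO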
F508del corr: CFTR F508del correction in bronchial cells. CFBE cells, YFP halide quenching; stimulated with forskolin plus potentiator P3; % fluorescence drop versus neutral controls. activity (quench increase), % at 7.58 µM. 350,000 tested, 0.36% active;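 active = mean added fluorescence quench of at least 8% versus neutral control, with both replicates also reaching 8%; inconclusive = only one of the mean or replicate conditions met; inactive = mean below 8% and not both replicates reaching 8%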;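 note: cells transiently co-express mutant CFTR-F508del with the halide-sensitive YFP; corrector assay measuring rescue of mutant channel to the surface after 24 h compound exposure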
FN deposition inh: fibronectin deposition inhibition. AH1F fibroblasts, Alexa488-fibronectin deposition fluorescence, overnight. inhibition, % at 12.6 µM. 350,000 tested, 0.086% active. AID 743247;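 active = mean inhibition across replicates of 30% or more, regardless of how many single replicates reach that level; inconclusive = mean under 30% yet at least half of replicates reach 30%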;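 note: positive control wells lacked labelled fibronectin entirely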
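Assay system: AH1F fibroblast monolayer, labelled fibronectin deposition. Amount: 10000 cells per well. Also added: labelled fibronectin 24 nM. Compound: single-point pinned compound. Incubation: cell attachment 1 h, compound and FN exposure overnight. Detection: fluorescence after three HBSS washes, excitation 485 nm, emission 525 nm. Read-out: inhibition of fibronectin deposition signal.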
DENV2 CPE: inhibitors of DENV2 cytopathic effect. AID 651640. CPE inhibition, % at 9.99 µM. DENV2-infected cells, cytopathic effect rescue, plate reader. 350,000 tested, 1.7% active; in the data active = CPE inhibition above about 20%, passing the limit was not always enough; inconclusive = no clear call, values can overlap the other calls; tested in BHK-21 cells;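 note: 0% = median of neutral control wells and 100% = median of positive control wells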
* marks the source's active call; other numbers are inactive results; u = inconclusive; x = not tested or not shown; & = joins results of further samples; [ ] = dose if it differs, or a comment.

SMILES	miR122 inh	GSIS activator	PAX8 inh HTS	EWS-Fli inh	F508del corr	FN deposition inh	DENV2 CPE
Cc1cc(=O)[nH]c(-n2ncc(C#N)c2N)n1	x	16	15	-7	-1.7	x	2
C[C@@H]1CCCCO[C@@H](CN(C)Cc2ccncc2)[C@H](C)CN([C@H](C)CO)C(=O)c2cc(NC(=O)NC3CCCCC3)ccc2O1	-10[16.7 µM]	-11	9	0	-0.4	3	-14
CCN1CCN(c2ccc(S(=O)(=O)N3CCOCC3)cc2NC(=O)c2ccc(C)cc2C)CC1	-6	x	-8	1	-1.6	4	u
C[C@@H]1CN([C@H](C)CO)C(=O)CCCn2nncc2CO[C@H]1CN(C)S(=O)(=O)c1ccc2ccccc2c1	-5	-7&1	-13&10	7&2&-2	2.1&-3.4&1.7	2&-7	-3&4
COc1cc(C(=O)N2CCN(Cc3ccccn3)CC2)cc(OC)c1OC	3	x	-8	0	1.4	-16	-1
Cc1ccc(OCCN2CCN(CC(O)Cn3c4ccccc4c4ccccc43)CC2)cc1 (stereo not drawn)	x	1	23	x	x	3	x
COc1cccc(C(=O)C2CCCN(CC3=Cc4cc(OC)ccc4OC3)C2)c1 (stereo not drawn)	x	15	4	14	x	-3	-1
Cc1cccc(-c2n[nH]c(=S)n2C)c1	-2	9	-4	15	-2.8	-9	x
CCCN1[C@H](C(=O)NCCOC)[C@@H](CO)[C@@H]2Cn3c(ccc(-c4cccc(C(=O)N(C)C)c4)c3=O)[C@@H]21	0[16.7 µM]	7	-14	-2	1.3	x	u
CC1CNC(=S)N(c2ccccc2)C1=O (stereo not drawn)	x	3	22	-2	-0.3	x	-2
Cc1ccc(C)c(C(=O)CCC(=O)Nc2ccc(N3CCN(C)CC3)cc2C)c1	2	4	-13	0	1.3	8	-4
COc1ccc(C)cc1NC(=O)Cn1c(=O)oc2ccccc21	-4	33	6	5	1.5	3	-1
COc1cccc(-c2cnc3c(c2)C(=O)N([C@H](C)CO)C[C@H](C)[C@H](CN(C)C(=O)NC2CCCC2)O3)c1	18[16.7 µM]	-13	-22	-11	-0.9	-6	-2
O=C(CSc1nc2ccccc2o1)N/N=C/c1ccco1	-6	16	-44	-49	0.0	15	-2
C[C@H]1CN([C@@H](C)CO)S(=O)(=O)c2ccc(-c3ccc(C#N)cc3)cc2O[C@H]1CN(C)CC1CC1	-1[16.7 µM]	5	x	-7	1.5	17	-3
C[C@H]1CN([C@@H](C)CO)S(=O)(=O)c2ccc(Br)cc2O[C@H]1CN(C)C(=O)Nc1ccccc1F	-4	-2&-3	-16	1&-7	2.4&-3.2	-2&-5	5&-8
Cc1ccc2[nH]c(C(=O)N3CCN(C=O)CC3)cc2c1	1	2	-17	5	3.3	-2	0
C[C@H](CO)N1C[C@H](C)[C@H](CN(C)C(=O)Nc2ccccc2)OCc2cnnn2CCCC1=O	-9	14&-5	1&-4	-9&-7	-4.3&2.6	-9&-13	-11&-1
CN1C(=O)c2cc(NC(=O)c3ccccc3Cl)ccc2OC[C@@H]2O[C@H](CC(=O)O)CC[C@@H]21	22[16.7 µM]	2	-11	1	-3.6	-12	-3
CCc1nc2c(OCCc3cccc(OC)c3)cccn2c1N(C)C(=O)c1ccc(OC)cc1	-1	-11	1	12	2.6	-7	-1
Cn1cccc1CC(=O)N/N=C/C=C/c1ccccc1	x	x	-14	-13	x	-6	-4
CCOC(=O)C1(Cc2ccccc2C)CCCN(C(=O)COC)C1 (stereo not drawn)	5	-4	-79	-67	-2.6	2	-1
CN1C(=O)C(CC(N)=O)N(NC(=O)c2ccc(Cl)cc2)C1=S (stereo not drawn)	6	x	-21	x	x	-3	x
CC(NC(=O)COc1ccccc1)C(=O)OCC(=O)c1cc2ccccc2o1 (stereo not drawn)	u	-2	4	x	x	-4	x
O=C(c1ccc2c(c1)OCO2)N1C[C@@H]2[C@H](c3ccccc31)[C@@H](CO)N2C(=O)CC1CC1	7[16.7 µM]	11	-19	2	0.7	-4	-4
O=C(O)C1[C@H]2C(=O)N(Cc3cccs3)C[C@]23C=C[C@H]1O3 (stereo partly drawn)	-30	x	-6	x	x	2	x
CCOc1ccc(N)cc1OC	-8	-1	-21	3	2.2	-5	-5
Cc1ccsc1C(C(=O)NC1CCCCC1)N(C(=O)c1csnn1)C1CC1 (stereo not drawn)	4	x	-8	x	x	-2	x
CCOC(=O)c1ccc2nc(C)c(CC)c(Cl)c2c1	-1	9	-47	-5	x	x	-4
CCCNC(=O)N(C)C[C@H]1Oc2ncc(-c3ccc(F)cc3)cc2C(=O)N([C@@H](C)CO)C[C@H]1C	-2[16.7 µM]	7	x	-6	-0.8	x	0
C[C@@H]1CN([C@H](C)CO)C(=O)c2cc(NC(=O)C3CCCCC3)ccc2O[C@H]1CN(C)C(=O)NC1CCCCC1	-4[16.7 µM]	18	-16	x	-2.7	-12	0
CC(=O)Nc1ccc2c(c1)nc(C)n2Cc1ccccc1	-3	2	-11	-6	0.4	-1	1
O=[N+]([O-])c1ccc(C(O)CNC(=S)Nc2ccccc2)cc1 (stereo not drawn)	x	3	-18	-3	1.6	-4	x
CC(C)CC(NC(N)=O)C(=O)Nc1ccc(Oc2ccccc2)cc1 (stereo not drawn)	-7	-10	-5	18	-1.0	4	x
CCCCn1c(N)c(N(CCOC)C(=O)COc2ccc(Cl)cc2)c(=O)[nH]c1=O	x	10	-7	-5	0.5	7	x
Cc1cc(C(=O)N2CCCC2C(=O)O)c(C)o1 (stereo not drawn)	-4	x	20	x	x	11	x
CC(C)CNc1cccc2c1S(=O)(=O)N(Cc1cccc(F)c1)[C@@H](C)[C@H](c1ccccc1)O2	x	14	-7	1	-1.3	1	7
COc1ccc(C2Nc3ccccc3C(=O)N2NS(C)(=O)=O)c(OC)c1 (stereo not drawn)	x	-6	-6	12	-0.7	-9	-3
O=C(Cc1ccccn1)N[C@H]1CC[C@H](CCn2cc(-c3ccc(F)cc3)nn2)O[C@@H]1CO	x	-13	x	-2	-0.6	5	-11
CCCCN(C(=O)Oc1ccccc1)C1CCS(=O)(=O)C1 (stereo not drawn)	x	6	12	7	-0.3	6	2

Some values from the entries so far.
O=[N+]([O-])c1ccc(C(O)CNC(=S)Nc2ccccc2)cc1 (stereo not drawn) in EWS-Fli inh = -3
O=C(O)C1[C@H]2C(=O)N(Cc3cccs3)C[C@]23C=C[C@H]1O3 (stereo partly drawn) in PAX8 inh HTS = -6

(further entries)
SMILES	miR122 inh	GSIS activator	PAX8 inh HTS	EWS-Fli inh	F508del corr	FN deposition inh	DENV2 CPE
COc1ccc(S(=O)(=O)Nc2ccc3c(c2)C(=O)N([C@@H](C)CO)C[C@H](C)[C@H](CN(C)S(=O)(=O)c2cn(C)cn2)OCCCC[C@@H](C)O3)cc1	10[16.7 µM]	4	-13	-1	-0.9	x	-14
O=C(C[C@H]1CC[C@H](NC(=O)C2CC2)[C@@H](CO)O1)NCc1ccccc1Cl	x	7	-4	0	1.1	-3	-4
COc1ccc(Cl)cc1NC(=O)COC(=O)c1cc(C)oc1C	-1	1	-28	-2	2.4	-10	3
CC(C)N1CC2(CC(c3ccccc3F)=NO2)CN1C(=O)c1ccco1 (stereo not drawn)	1	-6	-83	-56	-1.1	-5	7
CC(=O)Nc1cccc(C(=O)OCC(=O)c2ccccc2Cl)c1	x	-7	-179	-4	-0.1	x	0
C[C@@H]1CCCCO[C@@H](CN(C)S(=O)(=O)c2cn(C)cn2)[C@@H](C)CN([C@@H](C)CO)C(=O)c2cc(NC(=O)CCCN(C)C)ccc2O1	7[16.7 µM]	10	-7	-1	-0.7	x	-3
O=c1oc2ccccc2c(NCc2cccc(F)c2)c1[N+](=O)[O-]	-1	0	x	x	x	2	x
O=C(NC1CCCCC1)C(=S)NCc1ccccc1	13	-10	-64	-58	1.8	x	-1
O=C(Cc1c[nH]c2ccccc12)NC1(C(=O)NC2CCCC2)CCCCC1	0	-20	14	8	1.9	x	3
CNC(=O)c1cc(Nc2nnc(-c3ccc(C)c(S(N)(=O)=O)c3)c3ccccc23)ccc1OC	29	2	11	9	-2.6	5	8
CCOc1ccccc1/C=C/C(=O)N1CCN(C(=O)c2ccco2)CC1	-1	-10	8	5	-2.8	-1	1
CC1CCN(S(=O)(=O)c2ccc(C(=O)Nc3ncccc3O)cc2)CC1	-3	20	12	5	-1.4	6	-5
O=C(Nc1ccccc1OC(=O)c1ccc(Cl)cc1)c1ccc(Cl)cc1	2	x	28	-64	0.7	-10	-6
O=C(c1ccccc1)c1ccc(C(=O)N2CCN(c3ccccc3)CC2)cc1	x	-18	-10	-4	0.8	x	-4
CCC(=O)N/N=C/c1ccc(-c2ccc([N+](=O)[O-])cc2)o1	-7	-10	-55	-8	3.4	-14	-5
CC(C)c1ccc(NC(=O)CNC(=O)Cn2ccc3ccccc3c2=O)cc1	x	1	-11	0	1.2	3	0
Cc1cc(NC(=O)COC(=O)C(Cc2ccccc2)NC(=O)c2ccco2)no1 (stereo not drawn)	-3	x	12	x	x	-4	x
Cc1noc(C)c1NC(=O)Nc1cccc2c1O[C@@H](CN(C)Cc1ccc3c(c1)OCO3)[C@@H](C)CN([C@H](C)CO)C2=O	52[16.7 µM]	15	-11&-21	14&9	-0.3&3.6	2	-7&-4
COc1cccc(CN(C)CC(=O)NNC(=O)c2ccc(Cl)cc2)c1	7	18	0	x	x	-2	x
COC(=O)CSc1nc2c(cnn2-c2ccc(F)cc2)c(=O)[nH]1	-4	-2	-24	8	4.5	0	-1
Cc1ccc(S(=O)(=O)Nc2ccc3c(c2)C(=O)N([C@H](C)CO)C[C@@H](C)[C@@H](CN(C)C(=O)Nc2ccccc2)OCCCC[C@H](C)O3)cc1	4[16.7 µM]	-4	-16	-6	0.8	x	-2
COc1cc(NC(=O)CN2C(=O)NC(C)(c3ccc4ccccc4c3)C2=O)c(C)cc1[N+](=O)[O-] (stereo not drawn)	1	x	0	8	x	7	-3
CC1CCCCC1NC(=O)COc1ncnc2sccc12 (stereo not drawn)	x	0	-7	0	-5.2	9	-1
O=C(NCC(=O)N1CCN(c2ccccc2)CC1)c1ccc(Cl)cc1	0	-22	-28	24	2.6	-2	u
O=C(CCC(=O)N(CC(=O)NC1CCCC1)c1cccc(F)c1)Nc1nccs1	x	7	10	-2	1.1	-3	-3
C[C@@H]1CN([C@H](C)CO)C(=O)c2cc(NC(=O)Cc3cn(C)c4ccccc34)ccc2O[C@H]1CN(C)C(=O)Nc1ccc(C(F)(F)F)cc1	6[16.7 µM]	2	x	0	3.4	10	-3
O=C(CNC(=O)c1ccccc1)NCc1nc2ccccc2[nH]1	-1	6	4	-1	-3.8	0	-5
COc1ccc(F)cc1-c1cc(C(=O)NC2CCCCC2)[nH]n1	8	-3	-19	-20	-1.3	-4	-11
COc1cccc(/C=C/c2nc(S(=O)(=O)c3ccccc3)c(N3CCC(C(N)=O)CC3)o2)c1	-4	0	-19	6	2.2	x	6
CO[C@@H]1CN(C)C(=O)c2ccc(NS(C)(=O)=O)cc2OC[C@@H](C)N(C(=O)C2CCOCC2)C[C@@H]1C	-1[16.7 µM]	-1	x	-2	-2.1	-13	-3
CCC(=O)N1CCCCN2[C@@H](CO)[C@H](c3ccc(/C=C/c4ccccc4)cc3)[C@@H]2C1	-1[16.7 µM]	-10	-8	17	-3.1	x	-7

Part of the list above in order of SMILES length, smallest number first.
SMILES	miR122 inh	GSIS activator	PAX8 inh HTS	EWS-Fli inh	F508del corr	FN deposition inh	DENV2 CPE
COc1ccc(F)cc1-c1cc(C(=O)NC2CCCCC2)[nH]n1	8	-3	-19	-20	-1.3	-4	-11
CC(C)c1ccc(NC(=O)CNC(=O)Cn2ccc3ccccc3c2=O)cc1	x	1	-11	0	1.2	3	0
COc1cccc(/C=C/c2nc(S(=O)(=O)c3ccccc3)c(N3CCC(C(N)=O)CC3)o2)c1	-4	0	-19	6	2.2	x	6
